# Pf Dd2 inh: Plasmodium falciparum Dd2 growth inhibition; P. falciparum Dd2 growth, SYBR Green, 72 h; Potency, µM (titrated, usually from 28.9 µM), for inactives: at the highest dose activity, negative = inhibition, hits mostly inhibitors; hit rate 4.3% among 120,000; active means well fitted inhibition curve with a large enough effect; inconclusive means small, poorly fitted or top-dose-only effect; inactive means no such curve, though single readings can be large or run the other way;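 further: plate controls were DMSO vehicle for no effect and reference drug for full effect; nearly all actives have a fitted effect of over 65% in size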
#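 Readout: SYBR Green fluorescence, 485 nm excitation, 535 nm emission, after ~16 h lysis at 37C. Before that, Dd2-infected red cells (2.5% hematocrit) grew 72 h with compound, 29 uM top final concentration.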
# Starred values were filed as active, the others as inactive; i = inactive; ? = inconclusive; [ ] = dose if it differs, or a comment. Potency means the concentration at half of the fitted maximal effect.
SMILES,Pf Dd2 inh
O=C(CSc1cn(CCNC(=O)c2cccc(C(F)(F)F)c2)c2ccccc12)Nc1ccc2c(c1)OCCO2,i
COC1CCN(CC2CCCCCN2C(=O)CCCc2ccccc2)CC1 (stereo not drawn),?
CCOc1cc(/C=C(\C#N)C(=O)Nc2ccc(OC)cc2)ccc1OCc1cc(=O)n2nc(CC)sc2n1,?
COC(=O)[C@@H]1Cc2ncn(Cc3ccc(Cl)cc3)c2CN1CCCc1ccccc1,?
Cc1ccc(N2CC(C)N(C(=O)c3ccc(-n4cnnn4)cc3)CC2=O)cc1 (stereo not drawn),-12.3%
COc1ccc(OC2CN(C(=O)c3ccccc3F)C2)cc1,13.7%
CCCNC(=O)C1COC2(CCN(C(=O)C3CCC3)CC2)N1C(=O)c1ccc(OC)cc1 (stereo not drawn),-15.7%
CCn1nccc1C(=O)N1C[C@@H](Oc2ccccc2)C[C@@H]1C(=O)NC,7.0%
Cn1nc(-c2ccc3ccccc3c2)cc1[C@H]1CN2CC[C@H]1C[C@@H]2CNS(=O)(=O)c1ccccc1,?
Cc1ccc2c(=O)cc(C(=O)N(Cc3ccc(C(C)(C)C)cc3)C3CCS(=O)(=O)C3)oc2c1 (stereo not drawn),?
CC(C)OCCCNC(=O)Cc1ccc(NC(=O)N2CCCCc3ccccc32)cc1,29.2%
Cc1ccc(S(=O)(=O)NCCc2csc(-c3cccc(F)c3)n2)cc1,i
Cc1ccccc1S(=O)(=O)N1CCCC(CCC(=O)NCC2CCCCC2)C1 (stereo not drawn),i
CCOC(=O)c1ccc(CN(Cc2ccc(F)cc2)S(=O)(=O)c2ccc(F)c(C(=O)Nc3cc(Cl)ccc3OC)c2)cc1,?
CC(C)c1nncn1C1CCN(S(=O)(=O)c2ccccc2F)CC1,i
c1ccc(-n2cc(CN3CCCN(Cc4cccs4)CC3)nn2)cc1,?
C=C[C@H]1CN2CC[C@H]1C[C@@H]2CNC(=O)Nc1cc(OC)cc(OC)c1,?
CC#CCn1cc2c3c(cccc31)[C@H](CC(C)C)N[C@H](C(=O)NCCC)C2,?
COc1ccc(NC(=O)c2oc3ccccc3c2NC(=O)c2cc3ccccc3o2)c(OC)c1,17.1%
CCOC(=O)C1=CN(CC(=O)Nc2ccc(C)c(C)c2)S(=O)(=O)N=C1C,26.6%
Cc1ccc(Cn2c(C(=O)O)c(CNCCc3cccs3)c3ccc(C)cc32)cc1,?
Cc1ccc(Cl)cc1N1CCN(C(=O)c2ccc3c(c2)N(Cc2ccccc2)CCS3)CC1,8.91µM*
Cc1ccc(NC(=O)Cn2cnc3c2c(=O)n(C)c(=O)n3C)cc1C,i
CCOc1cc(-c2nnc(SCC(=O)NC3CCCC3)nc2-c2ccc(OC)c(OCC)c2)ccc1OC,25.3%
COc1ccc(CCN2C(=O)N(c3cccc(OC)c3)C(=O)C2CC(=O)Nc2ccccc2)cc1 (stereo not drawn),104.0%[activator]
O=C(NC1C[C@H]2CC[C@@H](C1)N2C(=O)Cc1ccccc1)c1ccncc1 (stereo partly drawn),0.6%
CCCn1nc(C)cc1CN(CC)C(=O)c1cc[nH]c1C1CCCNC1 (stereo not drawn),i
CCOC(=O)c1ccc(NC(=O)C(Cc2ccccc2)N2Cc3ccccc3C2=O)cc1 (stereo not drawn),?
O=C(O)c1ccc(CN2Cc3[nH]cnc3C[C@H]2c2nc(-c3cccc([N+](=O)[O-])c3)no2)cc1,-5.5%
O=C([C@@H]1C[C@H](F)CN1C(=O)NCc1ccco1)N1CCCCC1,27.6%
O=C(c1ccccc1C1CCNC1)N1CCN(C/C=C/c2ccccc2)CC1 (stereo not drawn),6.5%
CCOCCCNC(=O)N1CCCCCC1c1nc(-c2ccncc2)no1 (stereo not drawn),9.0%
O=C1CC(c2noc(-c3cc(F)cc(F)c3)n2)CN1C1CCCCC1 (stereo not drawn),i
CC(C)NC(=O)C[C@@H]1C[C@H]2O[C@H](CNCc3ccncc3F)[C@@H](O)[C@H]2O1,7.7%[44.1 µM]
Cc1ccc2c(c1)N1C(=O)OC[C@@H]1CCN(C(=O)CN(C)C)C2,9.9%[44.1 µM]
COc1cccc(CN2C(=O)CCCCC2C(=O)N2CCc3ccccc3C2)c1 (stereo not drawn),?
COCCN1C(=O)CC[C@]2(C(=O)NCc3ccccc3Cl)CCCC[C@@H]12,?
O=C(c1ccccc1Cl)N1CCC2(CC1)C(=O)NCN2Cc1ccc(Cl)cc1,-24.3%
O=C(Cc1c[nH]c2ncc(-c3ccccc3C(F)(F)F)cc12)N1CCOCC1,5.2%[44.1 µM]
COc1ccc(Cn2c3c(c(=O)n2Cc2ccccc2)CCN(C(=O)c2scnc2C)C3)cc1,-3.2%

# Some of these compounds in order of length of the SMILES, high to low:
SMILES,Pf Dd2 inh
COc1ccc(CCN2C(=O)N(c3cccc(OC)c3)C(=O)C2CC(=O)Nc2ccccc2)cc1 (stereo not drawn),104.0%[activator]
Cc1ccc2c(c1)N1C(=O)OC[C@@H]1CCN(C(=O)CN(C)C)C2,9.9%[44.1 µM]
Cc1ccc(NC(=O)Cn2cnc3c2c(=O)n(C)c(=O)n3C)cc1C,i
O=C1CC(c2noc(-c3cc(F)cc(F)c3)n2)CN1C1CCCCC1 (stereo not drawn),i

# Remaining list, next part:
SMILES,Pf Dd2 inh
Cc1cn2c(=O)cc(COc3ccc(NC(=O)c4ccc(C(C)(C)C)cc4)cc3)nc2s1,i
COc1ccc(OC)c(-c2ccc3ncn(-c4ccc(F)cc4F)c(=O)c3n2)c1,?
Cc1ccc(CNC(=O)c2ccc(N3CCCC3)c(NC(=O)Nc3ccc(C)cc3)c2)cc1,-1.3%
NC(=O)c1cc[nH]c1C1CCCN(C2CCOCC2)C1 (stereo not drawn),29.2%
CCOc1ccc(-c2nc(C(N)=O)c3c(n2)n(-c2ccc4c(c2)OCO4)c(=O)n3CC)cc1,i
COc1cccc(N2C(=O)NC(=NC3CCCC3)C23CCCN([S+](=O)([O-])c2ccccc2)C3)c1 (stereo not drawn),?
Cn1cnnc1CC1CCN(C(=O)CC2CCCCC2)C1 (stereo not drawn),i
O=C(O)CC1(CC(=O)N2CC[C@H]3NC(=O)N(c4ccc(Oc5ccccc5)cc4)C(=O)[C@H]32)CCCC1,i
CCCNC(=O)N1CCC2(CCCN(Cc3cccc(F)c3F)C2=O)C1 (stereo not drawn),-9.7%
CCCOc1ccc(Oc2nc(NC)nc(N3CCOCC3)n2)nn1,26.7%
c1csc(CN2Cc3[nH]cnc3C[C@H]2c2nc(-c3ccc4ccccc4c3)no2)c1,?
COc1cccc(Cn2c(-c3nonc3NC(C)=O)nc3ccccc32)c1,-7.0%
CCOc1ccc(C2CC(=O)N(c3cccc(F)c3)C3=C2C(=O)OC3)cc1 (stereo not drawn),i
COc1cccc(C2c3c(-c4ccccc4O)n[nH]c3C(=O)N2CCc2ccc(OC)c(OC)c2)c1 (stereo not drawn),?
CCOc1ccc2nc(N(Cc3cccnc3)C(C)=O)sc2c1,i
CCc1ccc(S(=O)(=O)N2CC(F)(F)C[C@H]2c2nnc(C)o2)cc1,17.8%
CCN(CC)S(=O)(=O)c1ccc(NC(=O)CN(c2ccccc2)S(=O)(=O)N(C)C)cc1,-25.5%
CC1CCCCN1C(=O)Cn1ccn2nc(-c3ccc(F)cc3)c(CO)c2c1=O (stereo not drawn),i
CCSc1nc2n(n1)C(c1ccc(CC)cc1)C(C(=O)Nc1ccccc1OC)=C(C)N2 (stereo not drawn),5.6%
CN(C)c1ccc(CN2CCC3(C2)C(=O)Nc2ccccc23)cc1 (stereo not drawn),i

# In the list so far, 2 contain two or more sulfur atoms:
SMILES,Pf Dd2 inh
Cc1ccc(S(=O)(=O)NCCc2csc(-c3cccc(F)c3)n2)cc1,i
CCN(CC)S(=O)(=O)c1ccc(NC(=O)CN(c2ccccc2)S(=O)(=O)N(C)C)cc1,-25.5%

# The list continues:
SMILES,Pf Dd2 inh
COc1ccc(OC)c(-c2nc3ccc(-c4ccc(OC)c(OC)c4OC)cc3o2)c1,-0.2%
O=C1CCCN1Cc1nc(-c2ccc(F)c(Cl)c2)no1,-13.5%
Cc1ccc(CNC(=O)c2sc3nc(C)cc(C)c3c2-n2cccc2)cc1,1.5%
COCCOc1ncccc1-c1noc([C@@H]2CCCN2CC2CC2)n1,-2.1%[44.1 µM]
O=C(NC1CCCCC1)C1CN(S(=O)(=O)c2cc(F)cc(F)c2)CC12CCOCC2 (stereo not drawn),-12.2%
CCN(C)Cc1cn(Cc2ccccc2)nc1-c1ccc2c(c1)OCO2,?
COc1ccc(Cn2c(=O)c(-c3noc(C)n3)c3n(c2=O)CCCCC3)cc1,?
COc1ccc(-c2nc(-c3c(C)noc3C)cc3c2cc(C)n3CCN(C)C)cc1OC,?
CC(C)CNC(=O)N1CCC(CCOc2ccc(F)cc2)C1 (stereo not drawn),i
CN1C(=O)CC(C(=O)O)C12CCN(CCc1ccccn1)CC2 (stereo not drawn),-11.5%
Cc1nn(-c2ccc(C(C)C)cc2)c(C)c1[C@@H]1C=C[C@@H](NCc2cccc(C#N)c2)C1,4.47µM*
COc1ccc(NC(=O)N2CCc3c(C(=O)Nc4ccccc4)cccc32)cc1,i
O=C(c1ccc2c(c1)ncn2CCO)N1CCCC(CCc2ccccc2F)C1 (stereo not drawn),?
C[C@@H](NC(=O)COc1ccccc1)c1c(-c2ccc(F)cc2)noc1C(=O)O,-15.6%[44.1 µM]
O=c1nc2c(-c3ccc(F)cc3Cl)n[nH]n2c2ccccc12,4.4%
COc1ccccc1NC(=O)CN1C(=O)c2cccc3cccc1c23,97.2%[activator]
FC(F)(F)c1cccc(C2=NOC3(CCN(Cc4cccc5ccccc45)CC3)C2)c1,-12.7%
Cc1ccc(CN2CCC(C3CCN(C)CC3)C2)o1 (stereo not drawn),i
COCCNC(=O)[C@@H](C)C1CC[C@@]2(C)CC[C@H](NC(=O)c3ccc(C#N)cc3)[C@@H](C)[C@@H]2[C@H]1O (stereo partly drawn),-1.5%
COCCOC1CN(C2CCN(C(=O)Cc3cccc(F)c3)CC2)C12CCCCC2 (stereo not drawn),?
O=C1NCc2ccccc2CC12CCN(Cc1cccnc1)CC2,-33.7%
Cc1cc(Nc2cccc(C(F)(F)F)c2)nc2ccc(NC(=O)c3cccnc3)cc12,3.55µM*
CCc1cc(=O)n(CC(=O)Nc2ccc(Br)cc2F)c(N2CCOCC2)n1,i
COCCNC(=O)C[C@@H]1C[C@H]2O[C@H](CNCc3ncccc3C)[C@@H](O)[C@H]2O1,15.4%[44.1 µM]
Cc1ccc2c(c1)c1c(c(=O)n(-c3ccccc3)c(=O)n1Cc1ccccc1C)n2C,19.6%
Cc1nc2nc(SCC(=O)Nc3cccc(Cl)c3)nn2c(C)c1Cc1ccccc1,-19.3%
COc1cc(SC)ccc1C(=O)N[C@@H]1C=C(C(=O)N[C@@H](Cc2ccc(O)cc2)C(N)=O)C[C@@H](O)[C@@H]1O,-21.9%
CN(CC1(C)CCOCC1)C(=O)c1ccc(F)c(Cl)c1,-15.4%
O=C(c1cc(C2CC2)nc2c1c(C1CCCN1)nn2-c1ccccc1)N1CCOCC1 (stereo not drawn),?
Cc1cccc(CN2C[C@@H]3C(=O)N(Cc4ccc5c(c4)OCO5)C(=O)[C@@H]3C2)c1,-16.6%
Cc1ccc(CNC(=O)c2ccccc2NC(=O)c2nsc3ccccc23)cc1,57.0%[activator][0.594 µM]
COc1ccc(-c2[nH]nc3ncc(-c4cn[nH]c4)nc23)c(C)c1,i
Cc1cn2nc(C(=O)Nc3cc(F)cc(F)c3)cc2c(N(C)Cc2ccccc2)n1,?
O=C(Cn1ccn2nc3c(c2c1=O)CCCCC3)NCc1ccc(F)cc1,24.3%
CNC(=O)C1(N2CCC[C@H]2C(=O)NC(C)C)COC1,-9.6%[44.1 µM]
Cc1cc(C(=O)NCc2ccccc2C)c2c(C)nn(-c3cccc(F)c3)c2n1,1.5%
COc1cccc(CN2CCC([C@H]3[C@@H](OC)C(=O)N3C(C)C)CC2)n1,-28.8%
COc1ccccc1-c1nnc([C@H]2CCN(Cc3ccc(C(=O)O)cc3)C2)o1,i
CCOc1ccccc1NC(=O)C(NS(=O)(=O)c1cccc2nsnc12)c1ccccc1 (stereo not drawn),-5.6%
O=C(C1COc2ccccc2O1)N1CCN(c2nc3ccc(F)cc3s2)CC1 (stereo not drawn),13.6%
CCc1ccccc1Nc1cc(C(=O)NCc2ccc(C)cc2)c2ccccc2n1,-22.1%
O=C1NCCCN1C1CCN(Cc2ccccc2)CC1,22.1%[44.1 µM]
COc1ccc(Cn2c(C3CCN(C(=O)c4ccc(C)c(F)c4)CC3)n[nH]c2=O)cc1,?
O=C(c1ccc(C(F)(F)F)cc1)N1CCC2(CC1)CC(O)CCO2 (stereo not drawn),0.9%
COc1ccc(N2CCN(C(=O)c3cc4c(-c5ccccc5F)nn(C)c4s3)CC2)cc1,i
CC(C)N(Cc1ccccc1)C(=O)CN1C(=O)COc2ccc(S(=O)(=O)N3CCCCCC3)cc21,?
Cc1cc(C)c(CNC(=O)c2cc(-c3ccccc3)cc3c2OCCN3C(C)C)c(=O)[nH]1,i
Cn1ccc2c(C(=O)NCc3cccnc3)nc(-c3ccncc3)cc21,i
CC(C)c1ccc(C(=O)N2CCC(N3C(=O)CCC3C(=O)NCc3ccccc3)CC2)cc1 (stereo not drawn),-21.6%

# Structures from the list above containing a thiophene ring, fused or not, in the order listed:
SMILES,Pf Dd2 inh
c1ccc(-n2cc(CN3CCCN(Cc4cccs4)CC3)nn2)cc1,?
Cc1ccc(Cn2c(C(=O)O)c(CNCCc3cccs3)c3ccc(C)cc32)cc1,?
c1csc(CN2Cc3[nH]cnc3C[C@H]2c2nc(-c3ccc4ccccc4c3)no2)c1,?
Cc1ccc(CNC(=O)c2sc3nc(C)cc(C)c3c2-n2cccc2)cc1,1.5%
COc1ccc(N2CCN(C(=O)c3cc4c(-c5ccccc5F)nn(C)c4s3)CC2)cc1,i

# Compound activity deposited in PubChem by National Center for Advancing Translational Sciences (NCATS).

# Some of the compounds tested, so the mix of outcomes need not match the whole.
